Screens: PubChem BioAssay, National Center for Advancing Translational Sciences (NCATS)
JMJD2A Tudor: blocks the human JMJD2A Tudor domain. O75164. AID 504339. Potency, µM (top dose mostly 114 µM), inactives show at the highest dose activity change, negative = inhibition, most hits filed as inhibitors. hit rate 4.4% among 390,000. AlphaScreen JMJD2A-Tudor / H3K4me3 peptide binding; further: on the % scale 0 is the no-effect control and ±100 the full control effect; nearly all actives have a fitted effect of over 50% in size
BAZ2B inh: BAZ2B (human) inhibition. Q9UIF8. AlphaScreen BAZ2B-H3K14Ac peptide displacement. Potency, µM (titrated, usually from 114 µM), for the others: at the highest dose activity change, negative = inhibition, most hits filed as inhibitors. hit rate 4.4% among 360,000; further: on the % scale 0 is the no-effect control and ±100 the full control effect; nearly all actives have a fitted effect of over 60% in size
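AlphaScreen displacement: compounds (up to 110uM) incubated 30 min at room temperature with a preformed 50 nM BAZ2B/50 nM biotinylated H3K14Ac peptide complex in PBS pH 7.4 with Tween-20. Donor and acceptor beads at 10 ug/mL final added, 20 min light-protected before reading.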
G9a inh: G9a (human) methyltransferase inhibition. Q96KQ7. G9a H3K9 monomethylation, AlphaScreen, 2 h. Potency, µM (series often up to 102 µM), for the others: at the highest dose activity, negative = inhibition, most hits filed as inhibitors. hit rate 8.8% among 350,000. AID 504332; further: on the % scale 0 is the no-effect control and ±100 the full control effect; nearly all actives have a fitted effect of over 75% in size
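Compounds were preincubated with 20 nM G9a for 15 min, after which biotinylated H3K9 peptide (500 nM) and SAM (20 uM) started a 2 h room-temperature reaction. Monomethylated product was quantified by antibody-based AlphaScreen chemiluminescence.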
APE1 inh: inhibitors of human APE1 endonuclease; recombinant APE1, TAMRA/BHQ-2 abasic DNA cleavage fluorescence; Potency, µM (titrated, usually from 65.8 µM), for inactives: at the top dose activity change, negative = inhibition, usual class: inhibitors; hit rate 0.35% among 350,000;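 further: plate controls were vehicle for no effect and reference inhibitor for full effect; nearly all actives have a fitted effect of over 55% in size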
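Substrate: short duplex with […] THF abasic site, 5'-TAMRA and 3'-BHQ-2, 50 nM final. APE1 at 0.75 nM, preincubated 15 min RT with compound. Fluorescence increase from first to third read measured activity.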
Pol iota inh: blocks human DNA polymerase iota activity; Q9UNA4; Pol iota fluorescent replication assay, 10 min; Potency, µM (series often up to 115 µM), for inactives: top-dose activity, negative = inhibition, most hits filed as inhibitors; hit rate 1% among 390,000
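Fluorescent replication assay read twice, at 0 min and 10 min after adding 50 nM (final) substrate. Enzyme (10 nM) and compounds were first incubated 15 min at room temperature; enzyme-free buffer wells were negative controls.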
POLK inh: DNA polymerase kappa (human) inhibition; hit rate 0.53% among 400,000; Potency, µM (top dose mostly 107 µM), for the others: top-dose activity, negative = inhibition, most hits filed as inhibitors; purified Pol kappa, fluorescent DNA synthesis assay, 10 min; Q9UBT6; AID 588579; further: on the % scale 0 is the no-effect control and ±100 the full control effect
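Readout: fluorescence, taken kinetically at 0 and 10 min. Conditions: 10 nM Pol kappa, 15 min RT compound preincubation, 50 nM substrate final. Controls: enzyme-free buffer wells.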
Pol beta inh: inhibitors of human DNA polymerase beta; Pol beta primer extension/strand displacement, fluorescence kinetic; Potency, µM (top dose mostly 114 µM), inactives show top-dose activity change, negative = inhibition, most hits filed as inhibitors; hit rate 1.3% among 340,000; AID 485314; further: on the % scale 0 is the no-effect control and ±100 the full control effect
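Preincubation: enzyme (10 nM) with compound, 15 min, RT. Reaction: substrate added to 50 nM final. Reads: 0 and 10 min. Analysis: normalized, Hill fit.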
BLM inh: blocks DNA unwinding by human BLM helicase | P54132 | recombinant BLM DNA unwinding, fluorescence dequenching | Potency, µM (top dose mostly 56.1 µM), for the others: top-dose activity change, negative = inhibition, usual class: inhibitors | hit rate 0.2% among 350,000;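 further: plate controls were vehicle for no effect and no enzyme for full effect; nearly all actives have a fitted effect of over 35% in size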
Pol eta inh: DNA polymerase eta (human) inhibition. recombinant Pol eta, fluorescent DNA replication assay. AID 588591. hit rate 1.2% among 390,000. Potency, µM (titrated, usually from 114 µM), without a hit: top-dose activity change, negative = inhibition, most hits filed as inhibitors; further: on the % scale 0 is the no-effect control and ±100 the full control effect
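Pol eta (10 nM) was preincubated with compounds for 15 min at room temperature, after which fluorescent replication substrate (50 nM final) was added to start the reaction. Fluorescence was read kinetically at 0 and 10 min.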
Active calls of the source: *; ? = inconclusive; . = not tested or not shown; & = joins results of further samples; ! = a repeat was not active; [ ] = another dose, or the depositor's remark. The call rests on the fitted dose curve; in most records, active means well fitted curve in the direction sought with a large enough effect; inconclusive means small, poorly fitted or top-dose-only effect, or another doubt; inactive means no such curve, though single readings can be large; an effect the other way counts as inactive or inconclusive. Potency means the concentration at half of the fitted maximal effect. Some of the compounds tested; the hit share may differ from the screen's.

SMILES	JMJD2A Tudor	BAZ2B inh	G9a inh	APE1 inh	Pol iota inh	POLK inh	Pol beta inh	BLM inh	Pol eta inh
C#CCNC(=O)C1=C[C@H](c2ccc3c(c2)OCO3)[C@@H](CCCO)[C@H](OCC)O1	-12.5%	-5.3%	-6.9%[59 µM]	0.1%	21.9%	-0.9%	1.4%	-7.7%	-0.3%
CN(C(=O)c1cccc(NC(=O)Cc2ccc(NC(=O)C3CCCN(C(=O)C4CCCCC4)C3)cc2)c1)C1CC1 (stereo unspecified)	-2.2%	.	.	.	7.5%	11.1%	.	.	-4.3%
CC1=CS/C(=C(/C#N)C(=O)N2CCCCC2)N1c1ccccc1	-9.8%	5.3%	-1.3%[12.7 µM]	-0.6%	?	-16.7%	3.1%	-3.5%	-6.6%
O=C(Cn1cc(C(=O)COc2ccccc2)c2ccccc21)NCc1ccco1	-13.9%	-1.0%	-18.1%[12.7 µM]	-10.0%	3.7%	-3.3%	?	-4.4%	-7.9%
O=C(NC1(C(F)(F)F)C(=O)Nc2c1c(=O)[nH]c(=O)n2-c1ccccc1)c1ccncc1 (stereo unspecified)	-8.7%	.	.	.	12.6%	2.2%	.	.	4.1%
Cc1ccc(NC(=O)Nc2ccc3c(c2)CCC3)cc1	-32.4%	-13.7%	-9.4%	27.9%	-16.9%	-15.7%	?	-1.9%	1.2%
O=C(OCC(O)COC(=O)c1cccnc1)c1cccnc1	5.1%	0.6%	4.7%	-4.2%	41.2%[activator]	13.8%	38.1%	-1.5%	-5.7%
CN(C(=O)c1cccc(NC(=O)Cc2ccc(NC(=O)C3CCCN(C(=O)C4CC4)C3)cc2)c1)C1CCCCC1 (stereo unspecified)	-13.8%	.	.	.	2.4%	-13.5%	.	.	-10.8%
C=CCn1c(N2CCCCCC2)nc2c1c(=O)n(C)c(=O)n2C	-14.9%	-6.9%	?	-2.1%	7.8%	-7.5%	8.1%	-1.1%	4.1%
Cc1ccc(-c2noc(-c3nnn(CC(=O)Nc4ccc(C)cc4Cl)c3N)n2)cc1	4.8%	-3.6%	-3.0%[59 µM]	.	1.3%	-5.2%	0.3%	-12.6%	.
COC(=O)c1ccc(CNC(=O)COC(=O)COc2ccc(OC)cc2)cc1	-11.2%	-15.5%	?	-3.3%	89.4%[activator]	-2.2%	6.1%	-0.9%	-11.5%
Cc1nc(SCC(N)=O)c([N+](=O)[O-])[nH]1	39.8µM*	-21.6%	-3.3%	3.8%	114.8%[activator]	5.8%	-11.3%	0.7%	-12.4%
CN1CCN(C(=O)c2cc3c(C(F)(F)F)nn(C)c3s2)CC1	-6.9%	0.5%	0.5%[59 µM]	15.3%	8.3%	0.3%	6.1%	-0.4%	?
CC(C)(C)c1ccc(OCC(=O)Nc2c(C(=O)c3ccc(F)cc3)oc3ccccc23)cc1	19.6%	0.0%	7.8%[59 µM]	.	28.7%	-4.2%	7.1%	-4.3%	-17.0%
CCCN(C(=O)CSc1nnnn1-c1ccccc1OC)C1CCS(=O)(=O)C1 (stereo unspecified)	-9.6%	2.9%	29.6%	-3.2%	10.0%	-4.8%	-8.1%	-0.2%	-6.3%
CN(C)CCC(c1ccccc1)c1ccccn1 (stereo unspecified)	-6.9%&-13.7%&-2.1%	?	-3.6%[59 µM]	19.4%&0.8%&1.6%&2.6%&2.6%	?	-7.6%	-5.5%[57.1 µM]	5.8%&-7.5%&-1.9%	-6.3%
COc1ccc(OC)c(NC(=O)CSc2nnc3ccc(-c4ccncc4)nn23)c1	-8.0%	-23.1%	-11.0%	3.3%	43.1%[activator]	-3.8%	43.1%	1.3%	-21.8%
O=C(O)c1cc(-c2ccccn2)n[nH]1	-1.1%	44.7µM*	-47.7%	10.4%	12.3%	-4.6%	14.3%	-2.0%	-5.0%
C1=C(c2sc3ccccc3c2-c2ccc(OCCN3CCOCC3)cc2)CCCC1	?	.	.	-0.6%	-2.6%	3.1%	.	.	-21.5%
Cc1ccc(S(=O)(=O)N(C)c2ccc(C(=O)Nc3ccc(C)cn3)cc2)cc1	-23.3%	-12.2%	-33.7%	-26.4%	22.9%	-7.6%	.	.	-4.0%
CCn1c(=O)cc(OCC(=O)N2CCN(c3ccc(OC)cc3)CC2)c2ccccc21	-35.0%	?	-50.1%[59 µM]	.	-15.8%	-6.8%	14.6%	-2.1%	1.2%
COc1cc2cc(CCCO)oc(=O)c2cc1OC	1.4%	.	.	20.1%	5.6%	0.9%	.	.	-19.6%
CN(C)c1ccc(C2OC(=O)C3(CCCC3)C(=O)C2(C)C)cc1 (stereo unspecified)	-14.6%	-3.6%	0.5%[59 µM]	-1.4%	-11.4%[58.9 µM]	-23.2%	-7.5%	2.1%	-1.2%
O=c1c2ccccc2n2c(-c3ccc(F)c(F)c3)nnc2n1CCc1ccccc1	-8.3%	1.9%	-33.3%[59 µM]	.	13.6%	3.6%	0.1%	-1.2%	-1.4%
Cc1ccc(NC(=S)NNC(=O)CCn2cc(C)cn2)cc1	-10.8%	-1.7%	50.1µM*	-0.6%	26.4%	-5.9%	2.8%	-1.5%	-16.2%
O=C(CSC1CS(=O)(=O)c2cc([N+](=O)[O-])ccc21)NNC(=O)c1ccccc1 (stereo unspecified)	-3.7%	-10.9%	?	-0.4%	?	-3.4%	1.7%	0.5%	-18.5%
COc1cc(/C=N\NS(=O)(=O)c2ccccc2)cc(OC)c1OC	-5.6%	?	-2.2%[0.501 µM]	43.9%	23.3%	-6.7%	7.2%	-4.4%	-9.8%
O=C(Cn1c(=O)oc2ccccc21)NCc1ccccc1Cl	-1.0%	5.3%	6.8%[59 µM]	.	6.5%	-10.9%[60.1 µM]	-11.6%	0.8%	-9.1%
O=C(NCCc1ccc2c(c1)OCCO2)c1cc(S(=O)(=O)N2CCCC2)ccc1Cl	-15.2%	-14.7%	39.8µM*	42.3%	13.8%	-5.2%	.	.	-19.4%
O=[N+]([O-])c1ccccc1S(=O)(=O)NCc1ccco1	-22.4%	-22.7%	-13.0%	1.7%	31.6%[activator]	-3.8%	-2.3%	-2.4%	-13.8%
NC(=O)c1sc2nc3c(c(-c4cccs4)c2c1N)CCCCC3	4.4%	0.6%	?	14.5%	21.4%	1.9%	2.7%	-0.7%	-1.0%
CSc1ccccc1NC(=O)CSc1nnc(COc2ccccc2)o1	2.9%	-14.6%	28.2%	4.0%	39.1%[activator]	-1.4%	2.2%	-4.0%	-11.7%
COc1ccc(CCNC(=O)C2CCN(S(=O)(=O)c3ccc4c(c3)oc(=O)n4C)CC2)cc1OC	-4.2%	-14.6%	-6.3%	-9.9%	31.8%[activator]	-5.7%	6.9%	-0.8%	0.9%
O=C(NCC1CCCO1)c1cccc(S(=O)(=O)Nc2cccc(C(F)(F)F)c2)c1 (stereo unspecified)	-5.6%	.	.	21.5%	-1.4%	-0.4%	.	.	-9.4%
Cc1ccc(-c2nnn(CC(=O)N(c3ccccc3)C(C(=O)NC3CCCC3)c3ccncc3)n2)o1 (stereo unspecified)	-10.9%	-7.0%	12.3%	0.9%	140.9%[activator]	-1.6%	37.3%	-4.5%	-13.0%
Cc1ccc(C2c3c(oc4cc(C)c(C)cc4c3=O)C(=O)N2CCCN2CCOCC2)cc1 (stereo unspecified)	-29.1%	-0.7%	39.8µM*	-4.8%	20.6%	-1.2%	-9.2%	0.4%	-3.3%
Cc1nn(CC(=O)Nc2ccccc2C(F)(F)F)c(=O)c2cccn12	8.91µM*!	22.4µM*!	3.16µM*!	-10.2%	14.7%&51.3%	1.8%&-2.4%	1.3%&-25.3%	-2.1%&54.0%	-11.2%&-9.1%
O=C(NCc1cccnc1)C1CCN(S(=O)(=O)c2cccnc2)CC1	-22.0%	26.4%	-34.5%[12.7 µM]	-1.9%	14.0%	-11.4%	13.1%	1.7%	-0.8%
Cc1ccc(N2C(=O)[C@@H]3[C@H](C2=O)[C@H]2C=CC=NN2[C@@H]3C(=O)Nc2ccccc2)cc1	-10.8%[57.1 µM]	-28.9%	7.08µM*	-1.1%	122.8%[activator]	-9.1%	14.4%	-7.1%	-8.5%
COc1ccccc1CN(C)C(=O)c1cnc(C)cn1	-13.4%	4.1%	0.2%	-5.8%	3.0%	-1.5%	1.1%	-1.7%	0.6%

A stretch of the results above:
SMILES	JMJD2A Tudor	BAZ2B inh	G9a inh	APE1 inh	Pol iota inh	POLK inh	Pol beta inh	BLM inh	Pol eta inh
COc1ccc(CCNC(=O)C2CCN(S(=O)(=O)c3ccc4c(c3)oc(=O)n4C)CC2)cc1OC	-4.2%	-14.6%	-6.3%	-9.9%	31.8%[activator]	-5.7%	6.9%	-0.8%	0.9%
O=C(NCC1CCCO1)c1cccc(S(=O)(=O)Nc2cccc(C(F)(F)F)c2)c1 (stereo unspecified)	-5.6%	.	.	21.5%	-1.4%	-0.4%	.	.	-9.4%
Cc1ccc(-c2nnn(CC(=O)N(c3ccccc3)C(C(=O)NC3CCCC3)c3ccncc3)n2)o1 (stereo unspecified)	-10.9%	-7.0%	12.3%	0.9%	140.9%[activator]	-1.6%	37.3%	-4.5%	-13.0%
Cc1ccc(C2c3c(oc4cc(C)c(C)cc4c3=O)C(=O)N2CCCN2CCOCC2)cc1 (stereo unspecified)	-29.1%	-0.7%	39.8µM*	-4.8%	20.6%	-1.2%	-9.2%	0.4%	-3.3%
Cc1nn(CC(=O)Nc2ccccc2C(F)(F)F)c(=O)c2cccn12	8.91µM*!	22.4µM*!	3.16µM*!	-10.2%	14.7%&51.3%	1.8%&-2.4%	1.3%&-25.3%	-2.1%&54.0%	-11.2%&-9.1%
O=C(NCc1cccnc1)C1CCN(S(=O)(=O)c2cccnc2)CC1	-22.0%	26.4%	-34.5%[12.7 µM]	-1.9%	14.0%	-11.4%	13.1%	1.7%	-0.8%
Cc1ccc(N2C(=O)[C@@H]3[C@H](C2=O)[C@H]2C=CC=NN2[C@@H]3C(=O)Nc2ccccc2)cc1	-10.8%[57.1 µM]	-28.9%	7.08µM*	-1.1%	122.8%[activator]	-9.1%	14.4%	-7.1%	-8.5%
COc1ccccc1CN(C)C(=O)c1cnc(C)cn1	-13.4%	4.1%	0.2%	-5.8%	3.0%	-1.5%	1.1%	-1.7%	0.6%
